Screening data deposited in PubChem by Broad Institute.
FN deposition inh: fibronectin deposition inhibition; AH1F fibroblasts, Alexa488-fibronectin deposition fluorescence, overnight; inhibition, % at 12.6 µM; 350,000 tested, 0.086% active; AID 743247;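 active = mean inhibition across replicates of 30% or more, regardless of how many single replicates reach that level; inconclusive = mean under 30% yet at least half of replicates reach 30%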;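 also: positive control wells lacked labelled fibronectin entirely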
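Material – AH1F fibroblast monolayer, labelled fibronectin deposition · Reagent – labelled fibronectin 24 nM · Timing – 1 h adhesion, overnight exposure · Measured by – fluorescence at 485 nm excitation, 525 nm emission · Read-out – inhibition of fibronectin deposition signal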
C2C12 statin: suppression of simvastatin myotoxicity. C2C12 myotubes + simvastatin, ATP luminescence, 48 h; scaled: DMSO 0, geranylgeraniol control 100. rescue of ATP level, % at 7.49 µM. 330,000 tested, 0.78% active;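 active = mean ATP rescue above about 67%, or every replicate alone reaching that limit, limit read from the data, passing the limit was not always enough; inconclusive = no clear call, values can overlap the other calls; inactive = mean under the limit and some replicate under it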;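 also: myotubes were challenged with 10 µM simvastatin during compound exposure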
GSIS activator: primary screen for activators of insulin secretion dependent on glucose, INS-1E cells, GLuc reporter luminescence. INS-1E GLuc reporter insulin secretion, 2-3 h. activation, % at 16.6 µM. 370,000 tested, 0.61% active;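 active = lowest replicate activation of at least 40%, so every replicate reaches that level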;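 also: 0% = median of neutral control wells and 100% = median of IBMX positive control wells; some compounds called inactive have numbers as strong as hits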
PglD DTNB: inhibitors of Campylobacter jejuni PglD acetyltransferase | purified PglD enzyme, DTNB colorimetric CoA detection | inhibition, % at 12.5 µM | 360,000 tested, 0.098% active | AID 602405; in the data active = inhibition above about 16%, passing the limit was not always enough; inconclusive = no clear call, values can overlap the other calls; also: strong numbers were not always called active
CFTR F508del cor: CFTR F508del correction in bronchial cells; 350,000 tested, 0.36% active; activity (quench increase), % at 7.58 µM; CFBE cells, YFP halide quenching; stimulated with forskolin plus potentiator P3; % fluorescence drop versus neutral controls; AID 720511;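 active = mean added fluorescence quench of at least 8% versus neutral control, with both replicates also reaching 8%; inconclusive = only one of the mean or replicate conditions met; inactive = mean below 8% and not both replicates reaching 8%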;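 also: cells transiently co-express mutant CFTR-F508del with the halide-sensitive YFP; corrector assay measuring rescue of mutant channel to the surface after 24 h compound exposure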
Cneo AK release: Cryptococcus neoformans lysis via adenylate kinase release. AID 651654. C. neoformans lysis, adenylate kinase release luminescence, 4 h; normalised: neutral wells 0, clomiphene wells 100. lysis activity, % at 15 µM. 360,000 tested, 0.2% active;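 active = mean lysis activity across replicates of at least 80%, whatever share of replicates individually reach that level; inactive = mean lysis activity below 80%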
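read-out = cell lysis signal | test system = log-phase Cryptococcus neoformans yeast cells | input = cells at 5 × 10^6 per mL | medium = fresh YPD growth medium | signal = luminescent adenylate kinase detection reagent | timing = 4 h at 37 °C static, read 1 h later | dosing = single dose | controls = Clomiphene as positive lysis control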
PGC1a acetyl inh: PGC1a acetylation modulation, inhibitor mode | U2OS PGC1a acetylation, AlphaScreen anti-acetyl-lysine; with virally co-expressed GCN5 acetyltransferase | inhibition, % at 15.6 µM | 350,000 tested, 0.17% active | AID 651687;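 active = every replicate shows inhibition of at least 40%; inconclusive = mean inhibition at least 40% but some replicate below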;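 also: 0% = neutral control wells and 100% = positive control wells; some results beyond the cut were filed as inactive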
miR122 inh: blocks miR-122 activity in Huh7 sensor cells; 340,000 tested, 0.3% active; Huh7 miR-122 Renilla luciferase sensor, 48 h; neutral wells = 0, positive control = 100; AID 602342; activation (reporter increase), % at 12.5 µM;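 active = mean replicate activation score at least 90 and every replicate individually at or above 90; inconclusive = only one of the two criteria met; inactive = neither criterion met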;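 also: higher luciferase means less miR-122 activity so hits act as miR-122 inhibitors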
The depositor's hits bear a star; [ ] = dose if it differs, or a comment.

`CCN(C(=O)CSc1nnc(NCCOC)s1)c1c(N)n(Cc2ccccc2)c(=O)[nH]c1=O` gave FN deposition inh 5, C2C12 statin 23, GSIS activator 9, PglD DTNB 1, CFTR F508del cor 2.3 and Cneo AK release -1.
Screening O=C(C[C@H]1CC[C@@H](NC(=O)Nc2ccc(C(F)(F)F)cc2)[C@H](CO)O1)NCc1cc(F)cc(F)c1 returned C2C12 statin 4, GSIS activator 14, PglD DTNB 2, CFTR F508del cor 1.4, Cneo AK release -15 and PGC1a acetyl inh 3.
Cc1cc(C)c2nc(NC(=O)c3cccc(S(=O)(=O)N4CCc5ccccc54)c3)sc2c1 was read as FN deposition inh 1, GSIS activator -2, PglD DTNB -3, CFTR F508del cor 5.3, Cneo AK release -6, PGC1a acetyl inh 13 and miR122 inh 1.
COc1cccc(CNC(=O)C(C)n2ccc3cc(S(=O)(=O)N4CCCCCC4)ccc32)c1 (stereo unspecified) was read as FN deposition inh -7, C2C12 statin -58, GSIS activator -4, PglD DTNB 3, CFTR F508del cor -3.2, Cneo AK release -2, PGC1a acetyl inh -8 and miR122 inh 2.
`Cc1ccc(CNC(=O)C2CCCN(c3cnccn3)C2)cc1` (stereo unspecified) gave FN deposition inh -8, C2C12 statin 8, GSIS activator 3, PglD DTNB 11, CFTR F508del cor 0.4, Cneo AK release 0, PGC1a acetyl inh 9 and miR122 inh 0.
CCC(C(=O)Nc1ccccc1OC)n1c(C(=O)OC)cc2ccsc21 (stereo unspecified) was read as C2C12 statin 33, PglD DTNB 5, Cneo AK release 1, PGC1a acetyl inh -20 and miR122 inh 1.
`CC(=O)NCCCc1nc2ccccc2n1Cc1ccc(C)cc1` gave GSIS activator 10, PglD DTNB 4, Cneo AK release -1, PGC1a acetyl inh 2 and miR122 inh -8.
For Cc1ccc(S(=O)(=O)Nc2cccc(C(=O)N3CCN(c4ccccc4O)CC3)c2)cc1F the results were FN deposition inh -4, GSIS activator -14, CFTR F508del cor 3.5, PGC1a acetyl inh 7 and miR122 inh -2.
`O=C(c1ccc(NS(=O)(=O)c2cccc(F)c2)cc1)N1CCCC1` gave C2C12 statin -1, GSIS activator 17, PglD DTNB 0, CFTR F508del cor 0.0, Cneo AK release -4 and miR122 inh 8.
Cc1ccc(Nc2nnc(SC3CCOC3=O)s2)c(C)c1 (stereo unspecified) was read as FN deposition inh -8, C2C12 statin -6, GSIS activator 8, PglD DTNB 2, Cneo AK release 0, PGC1a acetyl inh -21 and miR122 inh -3.
`C[C@@H](NC(=O)C[C@@H]1CC[C@@H](NC(=O)C2CC2)[C@@H](CO)O1)c1ccccc1` gave FN deposition inh 1, C2C12 statin 6, GSIS activator 5, PglD DTNB 1, CFTR F508del cor 1.5, Cneo AK release 55 and PGC1a acetyl inh 1.
For CCCCCn1c(=O)[nH]c2cc(C(=O)N3CCN(c4ccccc4F)CC3)ccc2c1=O the results were FN deposition inh 0, C2C12 statin -14, GSIS activator 7, PglD DTNB 9, CFTR F508del cor -2.1, Cneo AK release 1, PGC1a acetyl inh -12 and miR122 inh 10.

Structural class, the compounds so far containing two or more sulfur atoms
`CCN(C(=O)CSc1nnc(NCCOC)s1)c1c(N)n(Cc2ccccc2)c(=O)[nH]c1=O` gave FN deposition inh 5, C2C12 statin 23, GSIS activator 9, PglD DTNB 1, CFTR F508del cor 2.3 and Cneo AK release -1.
Cc1cc(C)c2nc(NC(=O)c3cccc(S(=O)(=O)N4CCc5ccccc54)c3)sc2c1 was read as FN deposition inh 1, GSIS activator -2, PglD DTNB -3, CFTR F508del cor 5.3, Cneo AK release -6, PGC1a acetyl inh 13 and miR122 inh 1.
Cc1ccc(Nc2nnc(SC3CCOC3=O)s2)c(C)c1 (stereo unspecified) was read as FN deposition inh -8, C2C12 statin -6, GSIS activator 8, PglD DTNB 2, Cneo AK release 0, PGC1a acetyl inh -21 and miR122 inh -3.

More compounds follow:
For COc1cc2ccccc2cc1C(=O)N(CCN(C)C)c1nc2c(F)cc(F)cc2s1 the results were FN deposition inh 8, C2C12 statin 11, GSIS activator -65, PglD DTNB -1, CFTR F508del cor 1.5, Cneo AK release -7, PGC1a acetyl inh -8 and miR122 inh -4.
CCOc1cc(NC(=S)NCC2CCCO2)c(OCC)cc1NC(=O)c1ccccc1C (stereo unspecified) was read as FN deposition inh 0, PglD DTNB 1, Cneo AK release 2, PGC1a acetyl inh -10 and miR122 inh -5.
Screening C[C@@H]1CN([C@H](C)CO)S(=O)(=O)c2ccc(/C=C/c3ccccc3)cc2O[C@H]1CN(C)C(=O)NC1CCCC1 returned FN deposition inh 16, C2C12 statin -113, GSIS activator -5, PglD DTNB 4, CFTR F508del cor -1.3, Cneo AK release 9, PGC1a acetyl inh -3 and miR122 inh 14[16.7 µM].
CS(=O)(=O)N1CCN(c2ccnc3cc(Cl)ccc23)CC1 was read as FN deposition inh -5, C2C12 statin -9, GSIS activator -1, PglD DTNB 4, CFTR F508del cor 1.2, Cneo AK release -3, PGC1a acetyl inh 3 and miR122 inh 3.
`CC(=O)Nc1ccc(S(=O)(=O)NC2=NCN(c3ccc([N+](=O)[O-])cc3)CN2)cc1` gave FN deposition inh -1, C2C12 statin -1, GSIS activator 19, PglD DTNB 7, CFTR F508del cor -1.5 and Cneo AK release -4.
CCc1nnc(NC(=O)CCC(=O)N2CCN(c3cc(Cl)ccc3C)CC2)s1 was read as FN deposition inh 1, C2C12 statin 41, GSIS activator -17, PglD DTNB 5, CFTR F508del cor -0.4, Cneo AK release 0, PGC1a acetyl inh -2 and miR122 inh 2.
Screening S=C(c1ccc(-c2ccc(Br)cc2)o1)N1CCCCC1 returned FN deposition inh 5, C2C12 statin 7, GSIS activator 12, PglD DTNB -3, CFTR F508del cor -1.2, Cneo AK release -1 and miR122 inh 1.
`Cc1ccc(/C([O-])=C(/C(=S)NCc2ccccc2)[n+]2ccccc2)cc1[N+](=O)[O-]` gave C2C12 statin 10, GSIS activator 1, PglD DTNB -3, CFTR F508del cor 4.5, Cneo AK release 2, PGC1a acetyl inh -8 and miR122 inh -6.
CCC1CN(C(=O)NCc2cccc(OC)c2)c2cc(Cl)ccc2O1 (stereo unspecified) was read as FN deposition inh -8, C2C12 statin 0, GSIS activator -43, PglD DTNB -3, CFTR F508del cor -1.4, Cneo AK release 4, PGC1a acetyl inh -15 and miR122 inh 9.
Screening O=C(Nc1ccccc1)Nc1ccc2ncoc2c1 returned FN deposition inh -6, GSIS activator -1, CFTR F508del cor -0.6 and PGC1a acetyl inh 1.
For O=C(NCCCN1CCCC1=O)c1ccc2c(=O)n(Cc3ccco3)c(=S)[nH]c2c1 the results were FN deposition inh 2, C2C12 statin 10, PglD DTNB 1, Cneo AK release 4, PGC1a acetyl inh 4 and miR122 inh 7.
`Cc1nc2ccc([N+](=O)[O-])cc2c(=O)n1Cc1ccccc1Br` gave FN deposition inh 1, C2C12 statin 10, PglD DTNB -4, CFTR F508del cor -0.8, Cneo AK release 2, PGC1a acetyl inh -1 and miR122 inh 13.
For CC(NC(=O)c1ccccc1)C(=O)N/N=C/c1ccco1 (stereo unspecified) the results were FN deposition inh 6, C2C12 statin -3, GSIS activator -6, PglD DTNB 5, CFTR F508del cor 1.4, Cneo AK release 3, PGC1a acetyl inh 1 and miR122 inh -5.
O=C(N/N=C/C(Cl)=C\c1ccccc1)c1cccs1 was read as FN deposition inh 0, GSIS activator -33, PglD DTNB -1, CFTR F508del cor -1.6, Cneo AK release -1 and miR122 inh 27.
O=C(CSc1cn[nH]n1)Nc1cccc(C(=O)O)c1 was read as FN deposition inh 5, C2C12 statin 21, GSIS activator 14, PglD DTNB 0, CFTR F508del cor -0.8, Cneo AK release 0, PGC1a acetyl inh 2 and miR122 inh -5.
Cc1occc1C(=O)N/N=C/C1=C(N2CCOCC2)C(=C\c2ccc(Cl)cc2Cl)/CC1 was read as FN deposition inh -8, C2C12 statin -25, GSIS activator -10, PglD DTNB -2, Cneo AK release -1, PGC1a acetyl inh -12 and miR122 inh 0.
COc1ccc(CCNC(=O)c2cccc(S(=O)(=O)NC(C)c3ccccc3)c2)cc1 (stereo unspecified) was read as FN deposition inh 4, C2C12 statin 2, GSIS activator -49, PglD DTNB -3, CFTR F508del cor 1.3 and Cneo AK release 0.
`NC(=O)CCN(C(=O)c1cccc(S(=O)(=O)N2CCc3ccccc32)c1)c1ccccc1` gave FN deposition inh -2, C2C12 statin 4, GSIS activator -5, PglD DTNB 1, CFTR F508del cor 0.1, Cneo AK release -2, PGC1a acetyl inh 4 and miR122 inh 1.
For O=C(C[C@H]1CC[C@@H](NS(=O)(=O)c2ccc(F)cc2)[C@H](CO)O1)N1CCN(c2ccccc2)CC1 the results were FN deposition inh -10, C2C12 statin 8, GSIS activator -1, PglD DTNB 1, CFTR F508del cor -2.0, Cneo AK release 1 and PGC1a acetyl inh inconclusive.
Screening COCC(=O)N/N=C\c1ccccc1OC/C=C/c1ccccc1 returned FN deposition inh -6, C2C12 statin -8, GSIS activator 3, PglD DTNB -5, CFTR F508del cor -4.6, Cneo AK release -3 and miR122 inh 4.
For COc1ccc(S(=O)(=O)N(C)C[C@H]2OCc3cn(nn3)CCCC(=O)N([C@H](C)CO)C[C@H]2C)cc1 the results were FN deposition inh -7, C2C12 statin -30, GSIS activator 4, CFTR F508del cor -1.4, PGC1a acetyl inh -1 and miR122 inh -4[16.7 µM].
Screening C[C@@H]1CN([C@H](C)CO)C(=O)c2cccc(NC(=O)C3CCCCC3)c2O[C@H]1CN(C)CC1CC1 returned C2C12 statin 22, GSIS activator -15, PglD DTNB 5, CFTR F508del cor -0.1, Cneo AK release -1, PGC1a acetyl inh 9 and miR122 inh 3[16.7 µM].
Screening CCC(=O)Nc1ccc2c(c1)OC[C@@H](C)N(CC1CCOCC1)C[C@H](C)[C@H](OC)CN(C)C2=O returned FN deposition inh 0, C2C12 statin -7, GSIS activator 16, PglD DTNB 1, CFTR F508del cor 0.9, Cneo AK release -2, PGC1a acetyl inh 3 and miR122 inh -4[16.7 µM].
`S=C(NCCc1ccccc1)N1CCN(C(c2ccccc2)c2ccccc2)CC1` gave FN deposition inh -4, PglD DTNB 1, CFTR F508del cor 4.2, Cneo AK release 3, PGC1a acetyl inh -7 and miR122 inh 4.
C[C@@H]1CN([C@@H](C)CO)C(=O)Cc2cc(NC(=O)Cn3cnnn3)ccc2O[C@@H]1CN(C)Cc1ccccc1 was read as C2C12 statin 10, GSIS activator 0, PglD DTNB 1, CFTR F508del cor -1.7, Cneo AK release -1 and miR122 inh 3[16.7 µM].
`COC(=O)c1ccc(C2C3=C(Nc4nnnn42)c2ccccc2OC3)cc1` (stereo unspecified) gave FN deposition inh 18, C2C12 statin 2, PglD DTNB 2, Cneo AK release 1, PGC1a acetyl inh -4 and miR122 inh -4.
For Cc1ccc(OCCOc2ccc(Br)cc2)c([N+](=O)[O-])n1 the results were FN deposition inh -2, C2C12 statin 1, PglD DTNB 6, Cneo AK release -1 and miR122 inh -1.
`CN(C)CCCN(C(=O)c1ccc(S(=O)(=O)N2CCCCCC2)cc1)c1nc2c(F)cccc2s1` gave FN deposition inh 5, C2C12 statin 9, GSIS activator -17, PglD DTNB 3, CFTR F508del cor -2.2, Cneo AK release 14, PGC1a acetyl inh -16 and miR122 inh 0.
